Pol eta inh – blocks human DNA polymerase eta activity. recombinant Pol eta, fluorescent DNA replication assay. Potency, µM (doses to about 114 µM), without a hit: top-dose activity change, negative = inhibition, actives largely listed as inhibitors. 1.2% of 390,000 active; also: potency is read from the fitted curve at half-maximal effect; % is scaled to controls: 0 for no effect and ±100 for the full control effect
Target sequence (Q9Y253 whole entry, looked up): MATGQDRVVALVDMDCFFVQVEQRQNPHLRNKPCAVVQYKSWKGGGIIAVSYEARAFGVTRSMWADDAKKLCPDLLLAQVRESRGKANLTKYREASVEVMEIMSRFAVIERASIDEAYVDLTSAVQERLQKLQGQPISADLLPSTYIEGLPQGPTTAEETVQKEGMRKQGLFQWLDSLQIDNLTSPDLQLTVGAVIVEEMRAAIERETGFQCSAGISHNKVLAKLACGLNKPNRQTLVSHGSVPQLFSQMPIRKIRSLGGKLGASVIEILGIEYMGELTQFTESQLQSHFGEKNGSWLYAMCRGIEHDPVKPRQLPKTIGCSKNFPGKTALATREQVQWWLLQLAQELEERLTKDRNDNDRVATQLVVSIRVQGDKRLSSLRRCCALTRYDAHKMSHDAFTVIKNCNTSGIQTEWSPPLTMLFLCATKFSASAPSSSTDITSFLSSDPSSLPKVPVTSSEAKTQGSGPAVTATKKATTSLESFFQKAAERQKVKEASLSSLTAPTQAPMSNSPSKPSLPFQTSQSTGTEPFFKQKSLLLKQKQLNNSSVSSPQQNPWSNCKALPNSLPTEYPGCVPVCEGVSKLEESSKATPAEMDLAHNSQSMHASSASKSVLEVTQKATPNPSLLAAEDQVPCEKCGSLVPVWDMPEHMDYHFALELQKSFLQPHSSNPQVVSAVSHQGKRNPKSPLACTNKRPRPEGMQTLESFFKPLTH
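Fluorescent replication assay: 50 nM final substrate added after a 15 min room-temperature compound preincubation with 10 nM enzyme. Signal taken at 0 min and again at 10 min.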
APE1 inh – APE1 (human) endonuclease inhibition. P27695. recombinant APE1, TAMRA/BHQ-2 abasic DNA cleavage fluorescence. Potency, µM (series often up to 65.8 µM), without a hit: top-dose activity change, negative = inhibition, hits mostly inhibitors. 0.35% of 350,000 active. AID 2517;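 also: potency is read from the fitted curve at half-maximal effect; plate controls were vehicle for no effect and reference inhibitor for full effect; nearly all actives have a fitted effect of over 55% in size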
Target sequence (P27695 whole entry, looked up): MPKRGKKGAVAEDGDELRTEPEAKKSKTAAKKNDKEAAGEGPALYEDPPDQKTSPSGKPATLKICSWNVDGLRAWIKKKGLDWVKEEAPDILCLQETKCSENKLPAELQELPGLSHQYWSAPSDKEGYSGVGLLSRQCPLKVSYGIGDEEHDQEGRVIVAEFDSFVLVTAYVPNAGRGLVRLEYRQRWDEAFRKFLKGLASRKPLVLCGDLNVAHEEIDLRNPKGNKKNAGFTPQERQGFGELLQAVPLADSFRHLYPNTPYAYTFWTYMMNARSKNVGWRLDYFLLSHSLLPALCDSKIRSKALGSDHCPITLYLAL
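APE1 at 0.75 nM final was preincubated with compound 15 min at room temperature, then 50 nM double-stranded THF abasic-site substrate (5'-TAMRA/3'-BHQ-2) was added. Fluorescence (ex 525/em 598 nm) was read kinetically; third-minus-first read gave activity.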
BLM helicase inh – inhibitors of human Bloom syndrome helicase BLM | recombinant BLM DNA unwinding, fluorescence dequenching | Potency, µM (highest dose often 56.1 µM), for the others: at the highest dose activity change, negative = inhibition, usual class: inhibitors | 0.2% of 350,000 active | AID 2528;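 also: potency is read from the fitted curve at half-maximal effect; plate controls were vehicle for no effect and no enzyme for full effect; nearly all actives have a fitted effect of over 35% in size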
RXFP1 antagonist – RXFP1 (human) relaxin receptor antagonism. Q9HBX9. HEK293-RXFP1, relaxin-stimulated cAMP HTRF, 30 min; hits give low values. activity change, negative = inhibition, % at 57.5 µM. 0.59% of 350,000 active. AID 1259400;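 active = activity change of -60% or lower, but not beyond a set lower limit; inconclusive = change between -60% and -40%, or beyond the set limit; inactive = change above -40%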; also: % is scaled to controls: 0 for no effect and ±100 for the full control effect
Anesthetic bind – candidate novel general anesthetic via apoferritin binding; P02791; apoferritin/1-aminoanthracene competitive binding, fluorescence; Potency, µM (top dose mostly 77.5 µM), without a hit: at the highest dose activity change, negative = displacement, usual class: inhibitors; 0.074% of 350,000 active; also: potency is read from the fitted curve at half-maximal effect; % is scaled to controls: 0 for no effect and ±100 for the full control effect; nearly all actives have a fitted effect of over 20% in size
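Steps: apoferritin (10 uM) was premixed with half-saturated 1-AMA in PBS, compounds were pin-transferred, plates stood 10 min at room temperature, fluorescence was read at 380/535 nm, and curves were fitted with a Hill equation.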
PGK inhibitor – T. brucei PGK inhibition. PGK/GAPDH coupled, Kinase-Glo luminescence, 60 min. Potency, µM (top dose mostly 57.5 µM), for inactives: at the top dose activity change, negative = inhibition, usual class: inhibitors. 0.043% of 380,000 active. AID 602233; also: potency is read from the fitted curve at half-maximal effect; % is scaled to controls: 0 for no effect and ±100 for the full control effect; nearly all actives have a fitted effect of over 60% in size
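Luminescent ATP detection (Kinase-Glo Plus) follows a 60-minute room-temperature incubation, with wells lacking PGK as controls. Buffer: 100 mM TEA (pH 7.6), 5 mM MgCl2, 0.01% Tween-20. Coupling enzyme GAPDH (100 nM final) supplies unstable 1,3-BPG in-well.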
Pol iota inh – inhibitors of human DNA polymerase iota | Q9UNA4 | Pol iota fluorescent replication assay, 10 min | 1% of 390,000 active | Potency, µM (series often up to 115 µM), for the others: top-dose activity, negative = inhibition, usual class: inhibitors; also: potency is read from the fitted curve at half-maximal effect
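Pol iota at 10 nM preincubated 15 min with compounds at room temperature; reaction started with fluorescent substrate, 50 nM final. Fluorescence read kinetically at 0 and 10 min; buffer-only wells as negative control.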
Pol beta inh – blocks human DNA polymerase beta activity; P06746; Pol beta primer extension/strand displacement, fluorescence kinetic; Potency, µM (doses to about 114 µM), inactives show at the highest dose activity change, negative = inhibition, hits mostly inhibitors; 1.3% of 340,000 active; also: potency is read from the fitted curve at half-maximal effect; % is scaled to controls: 0 for no effect and ±100 for the full control effect
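Homogeneous kinetic assay of primer extension and strand displacement by 10 nM Pol beta, preincubated 15 min at room temperature with compound before 50 nM substrate (final) was added. Read at 0 and 10 min; four-parameter Hill fit.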
POLK inh – blocks human DNA polymerase kappa activity; Q9UBT6; purified Pol kappa, fluorescent DNA synthesis assay, 10 min; Potency, µM (highest dose often 107 µM), for the others: at the top dose activity, negative = inhibition, usual class: inhibitors; 0.53% of 400,000 active; also: potency is read from the fitted curve at half-maximal effect; % is scaled to controls: 0 for no effect and ±100 for the full control effect
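Here, compound and 10 nM enzyme are combined for 15 min at room temperature; adding 50 nM substrate (final) starts DNA synthesis, tracked by fluorescence at 0 and 10 min against buffer-only wells.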
* marks the source's active call; other numbers are inactive results; i = inactive; ? = inconclusive; · = not tested or not shown; [ ] = dose if it differs, or a comment. Unless noted, calls follow the shape of the dose curve; as a rule, active = well fitted curve in the direction sought with a large enough effect; inconclusive = small, poorly fitted or top-dose-only effect, or another doubt; inactive = no such curve, though single readings can be large; an effect the other way counts as inactive or inconclusive. These rows are one share of the data; the hit share may differ from the screen's.

Letter code: A = Pol eta inh; B = APE1 inh; C = BLM helicase inh; D = RXFP1 antagonist; E = Anesthetic bind; F = PGK inhibitor; G = Pol iota inh; H = Pol beta inh; I = POLK inh
COc1cc(Cl)c(NS(=O)(=O)c2ccc(-c3ccc(=O)[nH]n3)o2)c(OC)c1
  A = -4%	B = 14%	C = 1%	D = -11	E = -4%	F = 0%	G = 23%	H = -2%	I = -19%
CN(C(=O)COC(=O)C1CCN(S(=O)(=O)c2c(Cl)cccc2Cl)CC1)C1CCCCC1
  A = -16%	B = 2%	C = ·	D = -4	E = ·	F = i	G = 15%	H = ·	I = -1%
O=S(=O)(c1ccc(Cl)cc1)c1ccccn1
  A = 1%	B = 14%	C = 1%	D = 6	E = -5%	F = -3%	G = -17%	H = 3%	I = -4%
C=CCOC(=O)C1=C(C)NC(C)=C(C(=O)OCC=C)C1c1ccc(O)cc1
  A = -13%	B = -1%	C = -6%	D = -3	E = 4%	F = i	G = -5%	H = -11%	I = -19%
CC(C)(C)OC(=O)CNC(=O)c1[nH]cnc1C(=O)NC1CCN(C(=O)OC(C)(C)C)CC1
  A = -10%	B = ?	C = -7%	D = ·	E = -18%	F = i	G = -3%	H = 11%	I = -9%
COc1ccccc1N1CCN(Cc2ccc(OC)c3ccccc23)CC1
  A = -22%	B = -1%	C = 0%	D = -25	E = -8%	F = 2%	G = 19%	H = -25%	I = -7%
Cc1ccc2[nH]c(O)c(N=O)c2c1
  A = -7%	B = 20%	C = 0%	D = 9	E = -18%	F = i	G = 7%	H = 12%	I = 3%
COc1cc(S(=O)(=O)N2CCN(C(=O)c3ccccc3F)CC2)c(OC)cc1NC(C)=O
  A = -7%	B = 4%	C = 0%	D = ·	E = -5%	F = -2%	G = 51%[activator]	H = 32%	I = -15%
CS(=O)(=O)c1ccc(Cl)c(NC(=O)CSc2nnc(C3CC3)n2C2CC2)c1
  A = -24%	B = 43%	C = ·	D = -3	E = ·	F = i	G = 35%	H = ·	I = 2%
O=C1N/C(=N\N=C\c2ccccn2)SC1Cc1cccc(SC(F)F)c1 (stereo not given)
  A = ?	B = -1%	C = -6%	D = -7	E = -10%	F = i	G = 19%	H = 5%	I = 1%
CCOc1ccc(NC(=O)CSC2=Nc3ccccc3C3=NC(CCC(=O)NCc4ccco4)C(=O)N23)cc1 (stereo not given)
  A = -11%	B = ·	C = 0%	D = -4	E = -6%	F = i	G = 9%	H = 5%	I = -7%[60.1 µM]
O=C(Nc1ccc2c(c1)OCCO2)c1ccc(Br)cc1
  A = -7%	B = -8%	C = -1%	D = -29	E = -5%	F = -5%	G = -21%	H = 12%	I = 0%
CCc1ccc(C(O)(CC(C)C)C(CN2CCOCC2)c2ccccc2)cc1 (stereo not given)
  A = -14%	B = 22%	C = -10%	D = -23	E = -4%	F = -1%	G = ?	H = -22%	I = -24%
COc1cccc(CN(C(=O)c2oc3ccccc3c2C)C2CCS(=O)(=O)C2)c1 (stereo not given)
  A = -16%	B = ·	C = -3%	D = -22	E = 1%	F = i	G = 15%	H = 2%	I = 11%
COc1ccc(CC(=O)Nc2ccc(S(=O)(=O)Nc3nccs3)cc2)cc1
  A = -14%	B = -4%	C = -5%	D = -1	E = 5%	F = i	G = 72%[activator]	H = 47%	I = -6%
Cc1cccc2cc(CN(C(=O)c3cnccn3)C3CCCCC3)c(Cl)nc12
  A = -11%	B = 15%	C = -5%	D = -10	E = -11%	F = 0%[11.5 µM]	G = 4%	H = -4%	I = -18%
CCn1cc(/C=C(\NC(=O)c2ccccc2F)C(=O)NCCN2CCOCC2)c2ccccc21
  A = -17%	B = 65%[activator]	C = 1%	D = 1	E = -13%	F = 6%	G = -2%	H = 1%	I = 0%
CCOC(=O)c1c(C)[nH]c(C)c1C(=O)CSc1nnc(-c2ccncc2)n1Cc1ccccc1
  A = -13%	B = -2%	C = -4%	D = 4	E = -10%	F = 0%	G = 5%	H = -2%	I = -9%
COc1ccccc1CNC(=O)COc1cccc(-n2cnnn2)c1
  A = -4%	B = -5%	C = ·	D = -11	E = ·	F = 1%	G = 19%	H = ·	I = -5%
O=C(CN1CCOCC1)N/N=C/c1c(O)ccc2ccccc12
  A = -29%	B = -12%	C = 4%	D = 13	E = -15%	F = 6%	G = 121%[activator]	H = 13%	I = -6%
O=C(Nc1ccccc1)/C(=C/c1ccc([N+](=O)[O-])cc1)NC(=O)c1ccco1
  A = -5%	B = 72%[activator]	C = -3%	D = -22	E = -9%	F = i	G = 12%	H = -1%	I = -1%
Cc1nc(CS(=O)(=O)c2ccc(Cl)cc2)cc(N2CCOCC2)n1
  A = -21%	B = -10%	C = 1%	D = -7	E = -9%	F = -4%	G = 3%	H = 31%[activator]	I = -6%
Cc1nc(SCc2ccc(C(=O)O)cc2)c2c(C)c(C)sc2n1
  A = 0%	B = 2%	C = 1%	D = -16	E = -10%	F = 3%	G = ?	H = 4%	I = -7%
Cc1ccc(C)c(N2CCN(S(=O)(=O)c3ccc4c(c3)CCN4C(=O)CCC(=O)O)CC2)c1
  A = 7%	B = -3%	C = -2%	D = 5	E = -1%	F = 4%	G = -5%	H = -27%	I = -14%
Cc1cc(C)c(S(=O)(=O)N2CCN(c3nc4c(c(=O)n(C)c(=O)n4C)n3C)CC2)c(C)c1
  A = ·	B = -1%	C = 0%	D = ·	E = -8%	F = ·	G = ·	H = 2%	I = ·
Cc1nonc1OCCn1c([N+](=O)[O-])cnc1C
  A = 4%	B = ?	C = 5%	D = -7	E = -13%	F = 5%	G = 1%	H = -28%	I = -3%
COc1ccc(S(=O)(=O)Nc2ccc(NC(C)=O)cc2)cc1[N+](=O)[O-]
  A = -8%	B = -1%	C = -2%	D = -7	E = -10%	F = -8%	G = 34%[activator]	H = 2%	I = 1%
CC(C)N1C(=O)CC(Nc2ccc(N3CCOCC3)cc2)C1=O (stereo not given)
  A = 6%	B = 0%	C = 1%	D = -6	E = 0%	F = -9%	G = 133%[activator]	H = -14%	I = -7%
COc1ccc(-c2ccc3oc(-c4ccc(OC)cc4)c(-c4cc(OC)c(OC)c(OC)c4)c3c2)cc1
  A = -6%	B = ·	C = ·	D = ·	E = ·	F = -5%	G = 2%	H = ·	I = -3%
Cc1ccc2nc(SCC(=O)Nc3ccc(C)c([N+](=O)[O-])c3)[nH]c2c1
  A = -13%	B = -5%	C = -11%	D = -2	E = -13%	F = 0%	G = 6%	H = -15%	I = -21%
Cc1cc(C(=O)N2CCCC(N3CCN(c4cccc(Cl)c4)CC3)C2)no1 (stereo not given)
  A = -8%	B = 15%	C = -1%	D = -7	E = -14%	F = i	G = 17%	H = -20%	I = 0%
COc1ccc(/C=C2/C(=O)N=C3SCCN32)cc1
  A = -5%	B = 0%	C = -1%	D = -5	E = ?	F = -5%	G = ?	H = 3%	I = -2%
CS(=O)(=O)c1ccccc1-c1nnc(NC(=O)c2cccc(N3C(=O)CCC3=O)c2)o1
  A = -4%	B = 2%	C = ·	D = -76*	E = ·	F = i	G = ?	H = ·	I = 7%
COc1cc(/C=c2\s/c(=C\C(=O)C(C)(C)C)[nH]c2=O)cc(OC)c1OC
  A = -22%	B = 8%	C = -4%	D = 2	E = -20%	F = -8%	G = 2%	H = -13%	I = -13%
COCCNC(=O)/C(C#N)=C/c1ccc(OCC(=O)NC2CCCCC2)cc1
  A = -6%	B = 0%	C = 0%	D = -5	E = -8%	F = 0%	G = 205%[activator]	H = 7%	I = -5%
Cc1nc2ccccn2c1/C(O)=C1\C(=O)C(=O)N(CCN2CCOCC2)C1c1cccs1 (stereo not given)
  A = -16%	B = -3%	C = 1%	D = 5	E = -9%	F = 6%	G = 7%	H = -1%	I = -6%
CCOc1ncccc1C(=O)OCC(=O)c1ccc(Br)s1
  A = -6%	B = -15%	C = ·	D = 2	E = ·	F = -6%	G = 49%[activator]	H = ·	I = -11%
CCn1c(C(=O)O)c(CC(=O)Nc2cccc(C(F)(F)F)c2)c2ccccc21
  A = -20%	B = 26%	C = -2%	D = 0	E = -10%	F = -5%	G = 7%	H = 16%	I = -6%
CCOC(=O)c1cc(-c2ccc(OC)cc2)n(CCC(=O)Nc2nc3ccc(OCC)cc3s2)c1C
  A = -9%	B = ·	C = -8%	D = -26	E = 6%	F = -4%	G = 19%	H = 0%	I = -11%[60.1 µM]
CCc1ccc(OCC(=O)NC(Cc2c[nH]c3ccccc23)C(=O)O)cc1 (stereo not given)
  A = ·	B = ·	C = -2%	D = -7	E = -4%	F = ·	G = 18%	H = -3%	I = 3%
COCC(C)N1CCC(Oc2ccc(C(=O)N3CCCC3)cc2)CC1 (stereo not given)
  A = -10%	B = -3%	C = -2%	D = -4	E = -2%	F = -10%	G = 3%	H = 28%	I = -1%
CCOC(=O)c1c(N)sc(C(O)(C(F)(F)F)C(F)(F)F)c1-c1ccc(Cl)cc1
  A = -11%	B = 0%	C = -11%	D = -11	E = ?	F = 6%	G = ?	H = ?	I = -7%
Cc1ccc(CNC(=O)CCS(=O)(=O)c2cc3c4c(c2)CCN4C(=O)CC3)cc1
  A = -19%	B = ·	C = 2%	D = ·	E = 0%	F = -16%	G = 27%	H = 11%	I = 4%
Cc1ccc(NC(=O)C(=O)NCCN2CCN(S(C)(=O)=O)CC2)cc1C
  A = -18%	B = 9%	C = 2%	D = 5	E = 2%	F = 3%	G = 47%[activator]	H = 10%	I = 5%

Entries listed above printed as active in RXFP1 antagonist:
Letter code: A = Pol eta inh; B = APE1 inh; C = BLM helicase inh; D = RXFP1 antagonist; E = Anesthetic bind; F = PGK inhibitor; G = Pol iota inh; H = Pol beta inh; I = POLK inh
CS(=O)(=O)c1ccccc1-c1nnc(NC(=O)c2cccc(N3C(=O)CCC3=O)c2)o1
  A = -4%	B = 2%	C = ·	D = -76*	E = ·	F = i	G = ?	H = ·	I = 7%

Sorted by value in RXFP1 antagonist (smallest number first): three of the compounds above.
canonical_smiles	RXFP1 antagonist
CCOC(=O)c1c(N)sc(C(O)(C(F)(F)F)C(F)(F)F)c1-c1ccc(Cl)cc1	-11
COCC(C)N1CCC(Oc2ccc(C(=O)N3CCCC3)cc2)CC1 (stereo not given)	-4
Cc1ccc(NC(=O)C(=O)NCCN2CCN(S(C)(=O)=O)CC2)cc1C	5

Screening results as filed in PubChem.
